M5 PAM: CHRM5 positive allosteric modulation. P08912. hit rate 0.3% among 360,000. CHO-K1 hM5, Fluo-8 calcium, ACh EC20 PAM; 0% = ACh EC20, 100% = ACh EC100. activation, % at 3 µM;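 active = activation above the run cutoff, the mean activation of all test compounds plus 3 SD, cut at about 18% in these data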
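system = human M5 receptor in CHO-K1 cells | reagent = EC20 acetylcholine as agonist stimulus | compound dosing = single-point, 3 µM nominal | incubation = Fluo-8 loading 80 min at 37 °C plus 30 min room temperature | detection = Fluo-8 calcium dye fluorescence, kinetic read | benchmarks = low control EC20 acetylcholine (0%), high control EC100 acetylcholine (100%)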
M4 PAM: CHRM4 positive allosteric modulation; P08173; CHO-K1 hM4/Gqi5, Fluo-8 calcium fluorescence, ACh EC20; 0% = ACh EC20, 100% = maximal ACh; activation, % at 3 µM; hit rate 0.4% among 360,000; AID 624126;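 active = activation above its plate's cutoff, the mean activation of sample wells plus 3 SD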; also: some results filed as inactive read as strong as hits
Target sequence (P08173 whole entry, looked up): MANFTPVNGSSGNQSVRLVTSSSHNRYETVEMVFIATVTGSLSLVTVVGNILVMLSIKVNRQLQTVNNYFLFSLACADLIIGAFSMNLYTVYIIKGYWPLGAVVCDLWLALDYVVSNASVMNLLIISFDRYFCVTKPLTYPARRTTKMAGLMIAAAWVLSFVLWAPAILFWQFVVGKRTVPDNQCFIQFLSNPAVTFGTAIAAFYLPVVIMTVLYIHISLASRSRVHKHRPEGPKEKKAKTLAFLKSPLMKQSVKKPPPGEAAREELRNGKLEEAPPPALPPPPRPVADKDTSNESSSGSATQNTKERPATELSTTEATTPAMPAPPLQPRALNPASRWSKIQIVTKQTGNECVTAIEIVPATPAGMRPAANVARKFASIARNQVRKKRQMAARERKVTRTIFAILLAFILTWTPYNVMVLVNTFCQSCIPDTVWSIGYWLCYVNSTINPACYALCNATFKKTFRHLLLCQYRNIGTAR
M5 antag: CHRM5 antagonism in calcium assay; P08912; CHO-hM5 cells, Fluo-8 calcium fluorescence, ACh EC80; inhibition, % at 3 µM; hit rate 0.59% among 360,000;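 active = inhibition above a per-plate cutoff, the mean of that plate's test compounds plus 3 SD, cut at about 27% in these data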;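 also: 0% = acetylcholine EC80 with DMSO and 100% = DMSO without agonist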
CHRM5 agonist: agonists of human muscarinic M5 receptor (CHRM5) | P08912 | activation, % at 3 µM | CHO-K1 hM5 cells, Fluo-8 calcium fluorescence; 0% DMSO wells, 100% maximal acetylcholine response | hit rate 0.19% among 360,000;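 active = activation above the run's mean over test compounds plus 3 SD, cut at about 23% in these data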;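 also: signal is peak over basal fluorescence ratio across the kinetic read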
M1 antag: blocks human M1 muscarinic receptor. P11229. CHO-K1 hM1, Fluo-8 calcium fluorescence, ACh EC80 antagonist. inhibition, % at 3 µM. hit rate 1.3% among 360,000;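 active = percent inhibition above its own plate's cutoff, namely the mean of that plate's compound wells plus 3 SD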;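 also: peak over basal fluorescence ratio during 140 s after agonist addition; 0% = ACh EC80 plus DMSO and 100% = DMSO alone without agonist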
Target sequence (P11229 whole entry, looked up): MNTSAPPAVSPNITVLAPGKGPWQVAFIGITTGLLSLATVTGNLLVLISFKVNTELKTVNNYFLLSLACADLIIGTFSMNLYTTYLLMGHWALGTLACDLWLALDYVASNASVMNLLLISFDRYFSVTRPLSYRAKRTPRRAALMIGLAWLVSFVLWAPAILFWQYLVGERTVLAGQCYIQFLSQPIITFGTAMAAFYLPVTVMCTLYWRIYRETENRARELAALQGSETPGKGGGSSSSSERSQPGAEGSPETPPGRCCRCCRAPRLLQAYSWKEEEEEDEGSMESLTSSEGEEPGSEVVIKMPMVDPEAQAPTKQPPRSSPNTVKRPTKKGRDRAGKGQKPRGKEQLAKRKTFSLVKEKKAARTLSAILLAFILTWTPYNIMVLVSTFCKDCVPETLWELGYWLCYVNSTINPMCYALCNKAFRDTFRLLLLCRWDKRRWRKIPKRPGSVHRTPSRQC
CHRM1 PAM: potentiates human M1 receptor response to acetylcholine; P11229; CHO-K1 hM1, Fluo-8 calcium fluorescence, ACh EC20; 0% = ACh EC20, 100% = maximal ACh; activation, % at 3 µM; hit rate 0.088% among 360,000; AID 588819; in the data active = activation above about 19%, passing the limit was not always enough
M4 antag: antagonists of human muscarinic M4 receptor (CHRM4); P08173; CHO-hM4 cells, ACh EC80, Fluo-8 calcium fluorescence; inhibition, % at 3 µM; hit rate 0.73% among 360,000;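 active = inhibition above its plate's cutoff, the mean inhibition of sample wells plus 3 SD, cut at about 27% in these data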;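 also: 0% = acetylcholine EC80 with DMSO and 100% = DMSO without agonist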
CRFR2-BP ag: agonists of human CRF-binding protein/CRF-R2 receptor complex; HEK293 CRF-R2/CRF-BP, calcium dye fluorescence (FLIPR); percent of saturating CRF peptide response; activation, % at 13.2 µM; hit rate 0.46% among 350,000;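 active = activation of at least 50%, plus an integration ratio under a set limit after plate pattern correction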;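 also: plate controls were neutral control wells without compound for no effect and CRF at EC100 for full effect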
CHRM4 agonist: CHRM4 agonism in calcium assay; P08173; CHO-K1 hM4/Gqi5, Fluo-8 calcium fluorescence; vehicle 0%, full acetylcholine response 100%; activation, % at 3 µM; hit rate 0.14% among 360,000; AID 624127;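 active = activation above the run mean over all test wells plus 3 SD, cut at about 32% in these data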;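 also: peak over basal fluorescence ratio per well then scaled between controls; 0% = DMSO wells and 100% = acetylcholine at EC100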
* = called active by the depositor. Random draw from the library. About 2.8% of those tested had a hit in this group.

SMILES	M5 PAM	M4 PAM	M5 antag	CHRM5 agonist	M1 antag	CHRM1 PAM	M4 antag	CRFR2-BP ag	CHRM4 agonist
CC[C@@]1(C(=O)OC)N[C@H](CN(C)C(=O)COc2ccccc2)[C@@H]2C(=O)N(Cc3ccccc3)C(=O)[C@@H]21	-2	12	-1	1	-17	18	-16	-1.2	0
Cc1cccc(C)c1NC(=O)C1CCN(S(C)(=O)=O)CC1	-3	2	-14	-8	-11	4	-10	-1.8	0
CCN(CC)CCSc1nnc(Nc2ccccc2)n1-c1ccccc1	-3	-18	3	-11	96*	-36	20	1.9	-1
CC1CCN(S(=O)(=O)c2ccc(NC(=O)C3CCCCC3C(=O)O)cc2)CC1 (stereo not given)	2	18	1	9	-10	14	-4	0.1	-2
CC1CCN(S(=O)(=O)c2ccc3[nH]cc(C(=O)NCCN4CCOCC4)c(=O)c3c2)CC1	-1	8	0	3	-9	14	-1	-4.0	1
O=C(CN(Cc1ccco1)C(=O)CNS(=O)(=O)c1ccccc1)NCc1ccccc1	0	4	-2	-2	-25	6	7	-1.7	1
COc1ccc(C(=O)/C=C/c2ccccc2F)c(OC(=O)c2ccc([N+](=O)[O-])cc2)c1	2	-5	0	-4	-18	1	-8	4.2	0
COc1ccc(C(CC(=O)N2CCOCC2)C(C)C)cc1 (stereo not given)	1	-3	-3	-3	-13	3	-3	-1.5	0
COc1ccc(NC2=NCC(=O)N2c2ccccc2F)c(OC)c1	0	7	-5	-1	-20	4	-6	-0.1	1
Cn1cc(/C=C/C(=O)N2CCCC(C(=O)c3ccc(C(F)(F)F)cc3)C2)cn1 (stereo not given)	2	-5	-10	-3	-10	11	-1	0.1	1
C=C(C)Cn1c(-c2ccccc2)nc2ccccc21	2	-2	-1	-4	-7	7	5	-2.6	0
Cc1nc(NCc2ccccc2)[nH]c(=O)c1CCC(C)C	2	0	-6	0	-4	6	-2	-0.3	1
COc1ccc(CNc2oc(COc3ccccc3Cl)nc2C#N)cc1	-8	-6	3	-5	-7	4	2	0.8	0
CCOc1ccc(-c2noc(COC)n2)cc1OC	0	0	-2	-2	-24	-2	-2	0.6	0
O=c1cc(CO)occ1OCc1cccc(C(F)(F)F)c1	0	4	-4	-3	-12	11	4	0.0	0
COc1ccc(NC(=O)Cc2ccc(Cl)c(Cl)c2)cn1	12	3	-8	0	-1	2	-5	-1.9	3
Cc1ccc(-n2ncc3c(NNC(=O)Cc4ccccc4)ncnc32)cc1	3	5	-1	-2	5	3	-2	-1.2	1
CCOc1ccc(NC(=O)CSc2nccn2C)cc1	-3	-5	3	0	5	-6	6	-0.3	0
COc1ccc(C(=O)Oc2cccnc2)cc1OC	2	0	-6	2	3	6	-3	-0.6	1
Cc1ccc(OCC(=O)N2c3ccccc3CC2C)c([N+](=O)[O-])n1 (stereo not given)	7	-2	11	-2	-3	7	2	-0.7	0
CCOC(=O)N1CCN(C(=O)/C(=C/c2ccccc2OC)NC(=O)c2ccccc2)CC1	0	-3	3	1	-1	4	6	0.4	1
O=C(Nc1ccc2c(c1)CCC2)c1ccc(Br)s1	-13	-18	7	-8	3	-2	-45	0.0	3
COc1ccc(-c2cc(C(=O)Nc3cc(C)on3)c3ccccc3n2)c(OC)c1	-3	0	4	-4	-11	5	-7	3.1	4
CCN(C(=O)c1ccc2c(c1)OCO2)C12CC3CC(CC(C3)C1)C2	-9	2	9	7	-8	6	5	2.1	1
CC1(c2nnc(-c3cccc(Cl)c3)o2)CC(c2cccnc2)=NO1 (stereo not given)	4	4	1	2	1	2	0	0.8	3

Reprinted at random: four entries already listed.
SMILES	M5 PAM	M4 PAM	M5 antag	CHRM5 agonist	M1 antag	CHRM1 PAM	M4 antag	CRFR2-BP ag	CHRM4 agonist
Cc1nc(NCc2ccccc2)[nH]c(=O)c1CCC(C)C	2	0	-6	0	-4	6	-2	-0.3	1
CC[C@@]1(C(=O)OC)N[C@H](CN(C)C(=O)COc2ccccc2)[C@@H]2C(=O)N(Cc3ccccc3)C(=O)[C@@H]21	-2	12	-1	1	-17	18	-16	-1.2	0
COc1ccc(NC2=NCC(=O)N2c2ccccc2F)c(OC)c1	0	7	-5	-1	-20	4	-6	-0.1	1
CC1(c2nnc(-c3cccc(Cl)c3)o2)CC(c2cccnc2)=NO1 (stereo not given)	4	4	1	2	1	2	0	0.8	3

The list goes on.
SMILES	M5 PAM	M4 PAM	M5 antag	CHRM5 agonist	M1 antag	CHRM1 PAM	M4 antag	CRFR2-BP ag	CHRM4 agonist
CCOC(=O)c1c(C)oc2ccc(OCC(=O)N(CC)CC)cc12	-3	-5	7	-5	-9	10	-11	-2.2	2
FC(F)(F)c1cccc(CN2CCN(c3ncccn3)CC2)c1	6	-4	2	3	-14	15	-4	-1.1	0
COc1ccc(-c2coc3cc4oc(=O)c(CC(=O)O)c(C)c4cc23)cc1	4	3	2	-2	-6	7	0	-2.1	1
COc1cccc(COc2nc3c(c(=O)n(C)c(=O)n3C)n2C)c1	1	3	-2	-7	-8	8	8	-1.0	1
COCCOCCOCCC(=O)NC1CC2CCC1(C)C2(C)C (stereo not given)	-5	1	4	0	-3	7	-3	-1.0	1
COc1ccc(-c2csc(NC(=O)c3cc(C)oc3C)n2)cc1OC	-7	-2	13	-2	8	5	9	-0.9	9
Oc1ccc(Br)cc1/C=N/n1c(COc2ccccc2)n[nH]c1=S	1	1	0	-2	-24	18	-12	-0.8	0
COc1ccc(CCNC(=O)CCCC(=O)n2nc(C)c3ccccc32)cc1OC	-4	-12	6	-2	-6	7	1	-0.7	4
O=C1C[C@H](c2ccc(O)cc2)Oc2cc(O[C@@H]3O[C@H](CO)[C@@H](O)[C@H](O)[C@H]3O)cc(O[C@@H]3O[C@H](CO)[C@@H](O)[C@H](O)[C@H]3O)c21	-1	7	10	3	-10	5	-7	-2.1	0
Cc1cccc(N/C=C/C(=O)c2ccc(Cl)cc2)c1	-3	4	7	-4	-6	11	2	-0.6	-1
COc1ccc(NC(=O)CNCCC2=CCCCC2)cc1	2	-3	-9	2	-7	8	-2	-1.8	1
O=S(=O)(NCCOCCNS(=O)(=O)c1ccccc1)c1ccccc1	-4	6	-2	0	-10	7	-2	-4.9	3
CC(C)N(Cc1nc(-c2ccccc2)no1)C(=O)c1ccc(Br)o1	3	-2	-4	-11	-14	-4	-6	0.6	0
Cc1ccccc1Nc1nc(N)nc(CSc2ccc(F)cc2)n1	-5	-10	8	0	-3	3	4	-2.7	-1
CCOC(=O)Nc1ccc(Oc2ccccc2)cc1	-3	-6	-2	-3	-3	1	-4	1.0	-3
O=C(CN1CCCc2ccccc21)NCCc1ccc(F)cc1	-1	-15	8	-12	17	-7	6	-0.3	0
C[C@H](CO)N1C[C@H](C)[C@H](CN(C)C(=O)Nc2cccc3ccccc23)Oc2c(NC(=O)c3ccc(-c4nccs4)cc3)cccc2C1=O	-21	-6	12	-2	15	-12	4	0.9	12
Brc1ccc(-c2ncc(-c3ccccc3)cn2)cc1	2	12	-3	0	-2	8	-6	-1.5	1
CCN(CC)S(=O)(=O)c1cc(NC(=O)c2n[nH]c(=O)c3ccccc23)ccc1C	-2	4	9	0	-5	5	-2	-1.2	2
CC1CCN(C(=O)CN(Cc2ccc(Cl)cc2)S(C)(=O)=O)CC1	13	-10	-11	-19	-12	1	-3	-3.6	2
OC1CCCN(C(=S)Nc2ccc(SC(F)F)cc2)C1 (stereo not given)	-6	-10	5	1	-3	0	-3	-1.2	1
CCN(CC)CCCN1C=C2C(=O)C(C)(OC(=O)C3CCCC3)C(=O)C=C2C=C1c1ccsc1 (stereo not given)	6	12	-1	4	-7	3	2	0.2	2
O=C(Oc1ccc2c3c(c(=O)oc2c1)CCCC3)c1cccs1	1	1	1	-3	-7	2	3	1.8	0
Cc1cc(CNC(=O)C(C)n2nc(C)c([N+](=O)[O-])c2C)c2ccccc2n1 (stereo not given)	2	-1	-4	1	3	5	-12	-1.8	5
Cc1ccc2c(Cl)cc(Cl)c(OCC(=O)NCCc3ccccn3)c2n1	4	-1	5	-1	-10	10	77*	-2.0	4

Following part.
SMILES	M5 PAM	M4 PAM	M5 antag	CHRM5 agonist	M1 antag	CHRM1 PAM	M4 antag	CRFR2-BP ag	CHRM4 agonist
CCOc1ncccc1C(=O)OCC(=O)N1CCN(S(=O)(=O)c2ccc(Cl)cc2)CC1	5	3	0	-12	-14	7	-4	-0.8	1
Cc1cc(C)n(C(CC(=O)N2CCc3ccccc3C2)C(=O)O)n1 (stereo not given)	-3	30	-1	2	-2	5	23	0.1	2
CCCCc1ccc(NC(=O)CSc2nc(=O)n(CCCN3CCOCC3)c3c2CCC3)cc1	-11	-3	9	-6	-2	-10	-5	3.4	2
CCN(CC(=O)Nc1ccccc1C(F)(F)F)C(=O)/C=C/c1ccc(Cl)c([N+](=O)[O-])c1	11	10	-6	-4	-13	13	-5	-0.6	2
Cc1coc2c(C)c3oc(=O)c(CCC(=O)N4CCC(C(=O)NCCCC(=O)O)(c5ccccc5)CC4)c(C)c3cc12	-10	1	22	-1	-4	4	-9	4.4	1
COc1ccccc1NC(=O)CSc1nnc(Cn2nnc(-c3ccccc3)n2)n1-c1ccccc1	-11	-12	4	1	-4	4	-6	-0.6	13
FC(F)(F)c1nc2nc(Cl)c(Cl)nc2n1CCCN1CCOCC1	-4	3	11	-5	-16	5	-2	0.2	2
COc1ccc(/C=N/NC(=O)c2ccc(OC)c(OC)c2)cc1COc1c(F)c(F)c(F)c(F)c1F	-3	-6	6	-3	6	-1	-1	-0.7	4
CC(=O)c1ccc2c(c1)OCCOCCOCCO2	-2	-5	12	-2	0	3	5	4.6	0
OC(CN1CCOCC1)c1ccc(F)cc1 (stereo not given)	6	5	-11	2	0	7	-3	3.5	1
CCOc1[nH]n(-c2ccc(Cl)cc2)c(=O)c1C=NCc1cccnc1	2	0	2	-3	-6	7	-7	0.7	1
COc1ccc(-c2cc(C(=O)NCC3CCCO3)c3ccccc3n2)c(OC)c1 (stereo not given)	0	2	7	-1	-5	4	-2	-0.8	6
Cc1cccc(C)c1NC(=O)COC(=O)C1CC1	6	5	5	1	-2	6	0	0.7	1
CCCS(=O)(=O)c1nc(S(=O)(=O)c2ccc(C)cc2)c(N2CCC(C)CC2)s1	-7	-18	15	-7	11	-12	18	4.3	4
O=C(Nc1ccc(Br)cc1)Nc1cnccn1	-2	0	6	5	-2	2	0	0.8	9
Cc1ccc(N2C(=O)N(c3ccc(C)cc3)C3CS(=O)(=O)CC32)cc1 (stereo not given)	-2	7	12	3	-7	5	-15	-1.1	1
CN(C)c1nc(C(F)(F)F)cc(=O)[nH]1	3	1	-3	2	-6	10	-4	1.1	0
COc1cccc(OC)c1C(=O)NC(=S)N1CCOCC1	1	10	0	-2	-3	8	-1	-1.9	0
CCN(CC)c1ccc(NC(=O)c2cccnc2)cc1	1	2	4	-1	-4	-3	-1	0.3	0
Cn1c(=O)c(C(=O)NC2CCCCCCC2)c(O)c2ccccc21	-4	-4	1	1	4	-4	6	14	-1
CCOc1cc(C(=O)NCCN2CCOCC2)cc(OCC)c1OCC	-1	15	1	6	-3	2	-4	-1.8	3
S=C(NCC1CC1)N/N=C/c1ccccc1Cl	-4	2	1	-8	-6	14	-5	-2.8	-2
COc1ccc(Nc2nnc(SC(C(=O)Nc3ccc(OC)c(Cl)c3)c3ccccc3)s2)cc1 (stereo not given)	0	-1	0	-3	-11	4	-11	1.6	1

From PubChem
